Screening data as filed in PubChem.
CHRM1 PAM = potentiates human M1 receptor response to acetylcholine | 360,000 compounds, 0.088% hits | AID 588819 | activation, % at 3 µM | P11229 | CHO-K1 hM1, Fluo-8 calcium fluorescence, ACh EC20; 0% = ACh EC20, 100% = maximal ACh; in the data active means activation above about 19%, passing the limit was not always enough
Target sequence (P11229 whole entry, looked up): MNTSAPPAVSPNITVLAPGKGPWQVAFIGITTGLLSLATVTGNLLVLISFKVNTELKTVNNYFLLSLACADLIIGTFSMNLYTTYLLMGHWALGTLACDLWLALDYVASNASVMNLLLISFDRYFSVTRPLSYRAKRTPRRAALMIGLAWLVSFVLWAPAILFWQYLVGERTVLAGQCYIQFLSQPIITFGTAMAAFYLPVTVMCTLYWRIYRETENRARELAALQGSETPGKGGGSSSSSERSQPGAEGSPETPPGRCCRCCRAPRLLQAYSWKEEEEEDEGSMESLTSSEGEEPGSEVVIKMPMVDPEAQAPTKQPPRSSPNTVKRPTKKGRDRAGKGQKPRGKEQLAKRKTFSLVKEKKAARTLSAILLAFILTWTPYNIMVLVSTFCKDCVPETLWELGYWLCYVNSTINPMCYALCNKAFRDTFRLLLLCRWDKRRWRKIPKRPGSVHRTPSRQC
CHRM4 PAM = CHRM4 positive allosteric modulation. CHO-K1 hM4/Gqi5, Fluo-8 calcium fluorescence, ACh EC20; 0% = ACh EC20, 100% = maximal ACh. activation, % at 3 µM. 360,000 compounds, 0.4% hits. AID 624126;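 active means activation above its plate's cutoff, the mean activation of sample wells plus 3 SD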; further: some results filed as inactive read as strong as hits
CHRM5 antagonist = blocks acetylcholine activation of human M5 receptor | P08912 | CHO-hM5 cells, Fluo-8 calcium fluorescence, ACh EC80 | inhibition, % at 3 µM | 360,000 compounds, 0.59% hits | AID 624040;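 active means inhibition above a per-plate cutoff, the mean of that plate's test compounds plus 3 SD, cut at about 27% in these data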;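 further: 0% = acetylcholine EC80 with DMSO and 100% = DMSO without agonist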
Target sequence (P08912 whole entry, looked up): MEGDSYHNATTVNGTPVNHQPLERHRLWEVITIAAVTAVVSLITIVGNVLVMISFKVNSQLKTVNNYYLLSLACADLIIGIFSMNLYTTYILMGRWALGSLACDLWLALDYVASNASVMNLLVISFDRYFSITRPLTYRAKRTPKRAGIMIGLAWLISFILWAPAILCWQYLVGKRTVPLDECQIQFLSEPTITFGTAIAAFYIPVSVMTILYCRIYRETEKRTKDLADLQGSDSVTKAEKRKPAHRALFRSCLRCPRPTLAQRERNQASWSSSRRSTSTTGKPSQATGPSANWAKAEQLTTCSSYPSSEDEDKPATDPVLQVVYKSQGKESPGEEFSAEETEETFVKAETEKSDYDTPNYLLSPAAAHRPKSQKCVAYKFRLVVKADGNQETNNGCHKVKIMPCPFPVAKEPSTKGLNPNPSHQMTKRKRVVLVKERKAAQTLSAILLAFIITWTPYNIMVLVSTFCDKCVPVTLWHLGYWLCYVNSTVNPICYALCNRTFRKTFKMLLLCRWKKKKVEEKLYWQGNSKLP
CHRM5 PAM = CHRM5 positive allosteric modulation; P08912; CHO-K1 hM5, Fluo-8 calcium, ACh EC20 PAM; 0% = ACh EC20, 100% = ACh EC100; activation, % at 3 µM; 360,000 compounds, 0.3% hits;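 active means activation above the run cutoff, the mean activation of all test compounds plus 3 SD, cut at about 18% in these data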
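System – CHO-K1 hM5 cells · Compound – 3 µM, single dose · Incubation – compound preincubation 140 s before EC20 acetylcholine addition · Technique – Fluo-8 calcium fluorescence · Measure – Max/basal fluorescence ratio as % of EC20–EC100 ACh window · Benchmarks – low control EC20 acetylcholine (0%), high control EC100 acetylcholine (100%) · Replication – singlicate, one well per test compound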
CHRM4 agonist = CHRM4 agonism in calcium assay; P08173; AID 624127; CHO-K1 hM4/Gqi5, Fluo-8 calcium fluorescence; vehicle 0%, full acetylcholine response 100%; 360,000 compounds, 0.14% hits; activation, % at 3 µM;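 active means activation above the run mean over all test wells plus 3 SD, cut at about 32% in these data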;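 further: peak over basal fluorescence ratio per well then scaled between controls; 0% = DMSO wells and 100% = acetylcholine at EC100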
M4 antag = CHRM4 antagonism in calcium assay; P08173; CHO-hM4 cells, ACh EC80, Fluo-8 calcium fluorescence; inhibition, % at 3 µM; 360,000 compounds, 0.73% hits;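 active means inhibition above its plate's cutoff, the mean inhibition of sample wells plus 3 SD, cut at about 27% in these data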;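 further: 0% = acetylcholine EC80 with DMSO and 100% = DMSO without agonist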
CHRM5 agonist = agonists of human muscarinic M5 receptor (CHRM5); AID 624037; CHO-K1 hM5 cells, Fluo-8 calcium fluorescence; 0% DMSO wells, 100% maximal acetylcholine response; P08912; 360,000 compounds, 0.19% hits; activation, % at 3 µM;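 active means activation above the run's mean over test compounds plus 3 SD, cut at about 23% in these data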;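 further: signal is peak over basal fluorescence ratio across the kinetic read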
CRFBP-R2 agonist = agonists of human CRF-binding protein/CRF-R2 receptor complex; 350,000 compounds, 0.46% hits; HEK293 CRF-R2/CRF-BP, calcium dye fluorescence (FLIPR); percent of saturating CRF peptide response; AID 588473; activation, % at 13.2 µM;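 active means activation of at least 50%, plus an integration ratio under a set limit after plate pattern correction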;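 further: plate controls were neutral control wells without compound for no effect and CRF at EC100 for full effect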
M1 antag = blocks human M1 muscarinic receptor. 360,000 compounds, 1.3% hits. AID 588852. CHO-K1 hM1, Fluo-8 calcium fluorescence, ACh EC80 antagonist. P11229. inhibition, % at 3 µM;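 active means percent inhibition above its own plate's cutoff, namely the mean of that plate's compound wells plus 3 SD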;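 further: peak over basal fluorescence ratio during 140 s after agonist addition; 0% = ACh EC80 plus DMSO and 100% = DMSO alone without agonist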
* marks the source's active call; other numbers are inactive results; x = no result given.

SMILES | CHRM1 PAM | CHRM4 PAM | CHRM5 antagonist | CHRM5 PAM | CHRM4 agonist | M4 antag | CHRM5 agonist | CRFBP-R2 agonist | M1 antag
O=C(COC(=O)c1ccccc1O)Nc1ccc(OC(F)F)cc1 | -1 | 2 | -6 | -7 | 4 | -20 | -5 | 1.1 | -13
COc1ccc(CCNC(=O)c2ccccc2NC(=O)c2ccco2)cc1OC | -2 | -6 | 13 | -13 | 14 | 13 | 6 | -2.8 | 0
CC1=C(C(=O)N2CCCC(CCC(=O)NCc3ccc(F)c(F)c3)C2)OCCO1 (stereo not drawn) | 7 | 23 | 6 | 4 | 1 | -1 | -1 | -2.3 | -14
O=C(C/C=N\OCc1c(Cl)cccc1Cl)Oc1ccc(Cl)cc1Cl | 0 | -1 | -4 | -1 | 1 | 3 | 2 | 1.2 | 5
CC(C)N1C(=O)CCC1C(=O)N1CCN(c2ccccn2)CC1 (stereo not drawn) | 6 | -6 | 0 | 1 | 1 | -2 | 1 | -0.3 | -5
O=C(/C=C/c1cccs1)NC(=S)Nc1ccccc1 | 6 | -9 | 10 | -2 | 0 | -6 | -6 | 5.7 | -9
COc1ccc(C2c3ccc4ccccc4c3Oc3ncn(CCCO)c(=N)c32)cc1 (stereo not drawn) | 3 | -4 | 13 | -8 | 11 | 3 | 1 | 0.1 | 3
CCc1cc(=O)n2[nH]c(-c3ccccc3)c(-c3ccccc3)c2n1 | 12 | 0 | 1 | 3 | 0 | -8 | -2 | -2.5 | -7
C#CCN(C(=O)c1cc(COc2cccc(C(F)(F)F)c2)on1)C1CCCCC1 | -6 | -4 | 2 | -6 | 1 | 4 | -5 | 0.9 | 11
Cc1nc2c(c(=O)c3ccccc3n2C)c(=O)n1-c1ccccc1 | -4 | -2 | 6 | 2 | 1 | 6 | 2 | -2.3 | 12
COc1cccc(-c2nc(CS(=O)(=O)CC(=O)Nc3cccc(C(C)=O)c3)c(C)o2)c1 | -4 | 0 | 5 | 0 | 2 | 1 | -1 | 1.6 | 9
COC(=O)c1ccc(CNC(=O)c2ccc(OC)c(S(=O)(=O)NC3CCCC3)c2)cc1 | 2 | -2 | 13 | -11 | 2 | 10 | -4 | 0.6 | -4
CN(c1ccc(OCC(=O)N2CCOCC2)cc1)S(=O)(=O)c1ccc(F)cc1 | 10 | 4 | 0 | 4 | 3 | 15 | -2 | -1.7 | -4
CC(C)CNS(=O)(=O)c1cc(C(=O)OCC(=O)N(C)C2CCS(=O)(=O)C2)c(Cl)cc1Cl (stereo not drawn) | 3 | -9 | 0 | -1 | 2 | 10 | 2 | 0.9 | 2
CCC(=O)c1ccc(OCC(O)CN2CCc3ccccc3C2)cc1 (stereo not drawn) | -1 | -8 | 3 | 1 | 2 | -3 | -9 | 0.1 | -10
CSc1nnc(C)c(/C=C/Nc2ccc(Cl)cc2)n1 | 3 | 4 | 3 | 1 | 1 | -8 | -2 | 36 | -45
CCCOC(=O)c1ccc(NC(=O)CSC2=Nc3ccccc3C3CC=NN23)cc1 (stereo not drawn) | 0 | 38* | 2 | 6 | 1 | 14 | 1 | 3.2 | 0
CCc1c(C)c2ccc(OCC(=O)N(C)C)c(C)c2oc1=O | -5 | 7 | -3 | -3 | 1 | -3 | 1 | -0.5 | 7
COc1ccccc1OCCn1cc(C#N)c2ccccc21 | -1 | -2 | 3 | -6 | 1 | 3 | -5 | -0.5 | 2
COc1ccc(-c2noc(N3CCC(C(=O)NC(C)c4ccccc4)CC3)n2)cc1 (stereo not drawn) | 0 | 1 | -3 | -4 | 14 | -10 | 3 | 0.3 | -6
Cc1ccccc1-n1c(=O)n(Cc2ccc(C(=O)O)cc2)c(=O)c2[nH]cnc21 | 7 | 6 | 1 | 0 | 0 | -8 | -3 | -1.1 | -11
CCOC(=O)CCC(NC(=O)c1cncc(O)c1)C(=O)OCC (stereo not drawn) | 1 | 22 | -6 | 7 | 0 | 6 | 2 | 0.7 | 3
CC(=O)Oc1ccc(N2C(=O)C3C(C2=O)C(C(=O)c2ccc(Cl)cc2)N2CCCC32)cc1 (stereo not drawn) | 8 | 1 | 11 | -8 | 8 | -14 | 7 | 41 | -6
Cc1cc(C)c(C#N)c(SCc2nnc(-c3ccccc3[N+](=O)[O-])o2)n1 | -34 | -16 | 47* | -21 | 24 | 7 | -2 | -0.6 | 43*

Profiles, quoted from the list. Screens in order: CHRM1 PAM | CHRM4 PAM | CHRM5 antagonist | CHRM5 PAM | CHRM4 agonist | M4 antag | CHRM5 agonist | CRFBP-R2 agonist | M1 antag
`CCCOC(=O)c1ccc(NC(=O)CSC2=Nc3ccccc3C3CC=NN23)cc1` (stereo not drawn) across the screens: 0 | 38* | 2 | 6 | 1 | 14 | 1 | 3.2 | 0
`COc1ccc(-c2noc(N3CCC(C(=O)NC(C)c4ccccc4)CC3)n2)cc1` (stereo not drawn) across the screens: 0 | 1 | -3 | -4 | 14 | -10 | 3 | 0.3 | -6
`CCc1c(C)c2ccc(OCC(=O)N(C)C)c(C)c2oc1=O` across the screens: -5 | 7 | -3 | -3 | 1 | -3 | 1 | -0.5 | 7

Later entries
SMILES | CHRM1 PAM | CHRM4 PAM | CHRM5 antagonist | CHRM5 PAM | CHRM4 agonist | M4 antag | CHRM5 agonist | CRFBP-R2 agonist | M1 antag
CCN(CC(=O)Nc1ccc(NC(C)=O)cc1)C(=O)C1CCN(C(=O)c2ccccc2C)CC1 | 2 | 1 | 8 | -6 | 0 | -4 | -1 | 0.8 | -3
COc1ccc(S(=O)(=O)N(C)C[C@H]2OCc3cnnn3CCCC(=O)N([C@H](C)CO)C[C@H]2C)cc1 | 2 | 3 | 5 | -3 | 0 | -9 | 0 | -0.9 | -10
Cc1ccc(C(=O)OCC(=O)NCC2CCCO2)c(C)c1 (stereo not drawn) | 12 | 15 | -16 | 14 | 1 | -12 | -4 | -3.6 | -20
O=C(CCNS(=O)(=O)c1cccc(C(F)(F)F)c1)NC1CC1 | 4 | 11 | 5 | -1 | 2 | -1 | 2 | 0.4 | -5
NC(=O)c1nsc(C(=O)N(c2ccccc2F)C(C(=O)NCc2ccccc2)c2ccc(O)cc2)c1N (stereo not drawn) | -23 | -12 | 17 | -14 | 20 | 17 | 5 | 1.9 | 39*
CCN(CC)S(=O)(=O)c1ccc(C(=O)Nc2nnc(CSC)o2)cc1 | 8 | 2 | 5 | 1 | 1 | -9 | 0 | -1.9 | -5
CCc1ccccc1NC(=O)C1=CC(c2ccc(OC)c(OC)c2)=NS(=O)(=O)N1C | -1 | 1 | 3 | -2 | 1 | -4 | 1 | 0.5 | 0
CCOC(=O)Cn1nc2sc3ccccc3n2c(=O)c1=O | -4 | 3 | -1 | 4 | 1 | -20 | -14 | -0.9 | 9
COc1ccccc1C/C(N)=N/OC(=O)COc1cccc(C)c1 | 0 | -7 | -2 | -3 | -2 | -5 | -1 | -0.9 | -4
CNc1cncc(-c2ccc(OC)c(OC)c2)n1 | 6 | -5 | 0 | -1 | 1 | 0 | 0 | x | -10
O=C(NCc1ccncc1)Nc1ccccc1Cl | 4 | 3 | 11 | -2 | 1 | -2 | -9 | 5.4 | -2
Cc1nc(SCC(=O)Nc2nc3ccccc3s2)n[nH]1 | 10 | 0 | 8 | -5 | 5 | 15 | 0 | 2.5 | -18
CC(C)C(C(=O)NC1CCCC1)N1CCC(O)(c2ccc(Cl)cc2)CC1 (stereo not drawn) | x | 7 | 3 | -4 | 1 | -6 | 0 | x | x
COC(=O)C(CC(C)C)Oc1ccc2c(C)cc(=O)oc2c1 (stereo not drawn) | 4 | -1 | -2 | 2 | -2 | -2 | 0 | 0.0 | -2
CC(C)=C(NC(=O)c1ccccc1)C(=O)N/N=C(\C)c1ccccc1O | 5 | 10 | -2 | -3 | 3 | -8 | -1 | -1.3 | 4
Cc1ccc(/C=N/Nc2ccnc3cc(Cl)ccc23)c(C)c1 | 0 | -4 | -3 | -3 | 2 | 0 | -5 | 0.6 | 1
O=C(O)c1cccc(Nc2ncnc3c2cnn3-c2ccccc2)c1 | 9 | 9 | 4 | 3 | -1 | 5 | 1 | -0.9 | -13
CCN(CC)C(=O)C1=C(C)N(Cc2ccc(C(C)(C)C)cc2)C(=O)C(CC(=O)NCc2cccs2)C1 (stereo not drawn) | 1 | -5 | -4 | -6 | 5 | -13 | -1 | -1.6 | -14
COCCNC(=O)/C=C/c1c(Cl)cccc1Cl | 11 | -7 | -10 | 6 | 0 | 11 | 0 | -0.3 | -5
O=C(c1ccccc1)N1CCCCC(Cl)C1=O (stereo not drawn) | -8 | -3 | 4 | 0 | 0 | 6 | -3 | 0.0 | 4
Cc1cc(NCc2ccccn2)ccc1Br | -4 | 9 | -3 | 0 | 0 | -1 | 0 | 1.4 | 14
Cc1nc2cc3c(=O)n(C)cnc3cc2n1Cc1ccccc1 | 5 | 5 | 10 | 4 | 0 | -7 | 1 | 13 | -9
O=C(CCCn1c(=S)[nH]c2cc3c(cc2c1=O)OCO3)N1CCN(c2ccccc2F)CC1 | 5 | 0 | 6 | -8 | 1 | 9 | -2 | 1.2 | 3
CCOC(=O)c1c(NC(=O)CSc2c[nH]c3ccccc23)sc2c1CCC2 | 5 | -3 | 1 | -7 | 0 | -3 | -1 | 3.1 | -7
CC1=C(C(=O)Nc2cc(C(=O)N3CCN(c4cccc(C)c4C)CC3)ccc2C)SCCO1 | -9 | -8 | 8 | -12 | 15 | 3 | -5 | -3.5 | 18
O=C(c1cccc(F)c1)N1CCCN(C(=O)c2cccc(F)c2)CC1 | 11 | 1 | 2 | -5 | 0 | -9 | 0 | -0.8 | -16
CC(C)c1ccccc1OCC(=O)Nc1cc(S(=O)(=O)N2CCOCC2)ccc1N1CCCC1 | -4 | -12 | 12 | -19 | 4 | 1 | -2 | -0.9 | 2
Cc1ccc2oc(-c3cccc(NC(=O)C4CCCO4)c3)nc2c1 (stereo not drawn) | -1 | -1 | -5 | -7 | 5 | -8 | 2 | 23 | 12
Cc1ccc(NC(=O)C2CC(=O)N(c3ccc4c5c(cccc35)CC4)C2)cc1 (stereo not drawn) | -1 | 7 | -1 | -4 | 0 | -7 | -11 | 1.5 | -12
CCCCNC(=O)c1cnc(Cc2c[nH]c3ccccc23)c(I)c1 | 1 | 1 | -2 | -3 | 8 | -26 | -1 | x | -12
CCOc1cc(C=O)ccc1OS(=O)(=O)c1ccc(NC(C)=O)cc1 | 1 | -7 | 13 | -10 | 11 | 0 | 3 | 0.1 | -2
Clc1ccc(-c2cn3c(n2)CCC3)cc1 | -2 | -10 | 5 | -1 | 2 | 4 | -2 | -1.3 | -4
Cc1ccc(S(=O)(=O)NC(=O)Nc2cc(C)ccc2F)cc1 | 8 | 1 | 2 | 1 | 0 | 7 | 5 | -5.8 | -6
COc1ccccc1C1CCN(C(=O)c2ccco2)CC1 | 2 | -1 | 2 | -4 | 1 | -1 | 5 | -0.6 | -2
Cc1cc(/C=C2\SC(=S)NC2=O)c(C)n1-c1ccc(O)cc1 | 1 | -8 | 8 | -3 | 0 | -2 | 4 | 9.4 | -1
COc1cc(CNCCc2ccc(S(N)(=O)=O)cc2)ccc1OCC(=O)NC1CCCCC1 | -6 | 4 | 7 | -8 | 0 | 6 | -9 | -0.4 | 11
Cc1ccc(S(=O)(=O)N[C@H](C(=O)OCC(=O)NC(=O)C2CCCCC2)C(C)C)cc1 | 3 | 0 | 6 | -7 | 3 | 2 | -3 | -2.1 | -18

The order is random; about 2.8% have a hit in one of these screens.
